Tb MetRS inh – blocks T. brucei methionyl-tRNA synthetase activity; inhibition, % at 11.9 µM; purified T. brucei MetRS, ATP depletion, Kinase-Glo luminescence; AID 624268; hit rate 0.4% among 360,000;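 active = inhibition above a per-plate cutoff of the control wells' mean inhibition plus 3 SD, cut at about 5.5% in these data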;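 note: 0% = DMSO wells median and 100% = median of wells with control inhibitor compound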
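Dosing: 11.9 µM single point; system: parasite MetRS enzyme; technique: luminescence of leftover ATP; times: 15 min enzyme-compound preincubation, 2 h reaction, 10 min detection, 25 °C; replicates: each compound tested once; read-out basis: percent inhibition relative to median high and low control wells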
DNMT1 inh – inhibitors of human DNMT1; DNMT1 molecular beacon, Hinp1I cleavage, fluorescence; inhibition (reported as % activation of signal), % at 10 µM; hit rate 0.83% among 360,000; AID 588458; in the data active = inhibition above about 50%
PABP1 MLLE inh – blocks PAM2 peptide binding to the PABP1 MLLE domain. P11940. GST-MLLE / FITC-PAM2 fluorescence polarization. inhibition, % at 20 µM. hit rate 0.36% among 360,000; in the data active = inhibition above about 35%, passing the limit was not always enough;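 note: plate controls were DMSO wells with GST-MLLE for no effect and wells lacking GST-MLLE protein for full effect; some results filed as inactive read as strong as hits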
Target sequence (P11940 whole entry, looked up, the tested form may be a part): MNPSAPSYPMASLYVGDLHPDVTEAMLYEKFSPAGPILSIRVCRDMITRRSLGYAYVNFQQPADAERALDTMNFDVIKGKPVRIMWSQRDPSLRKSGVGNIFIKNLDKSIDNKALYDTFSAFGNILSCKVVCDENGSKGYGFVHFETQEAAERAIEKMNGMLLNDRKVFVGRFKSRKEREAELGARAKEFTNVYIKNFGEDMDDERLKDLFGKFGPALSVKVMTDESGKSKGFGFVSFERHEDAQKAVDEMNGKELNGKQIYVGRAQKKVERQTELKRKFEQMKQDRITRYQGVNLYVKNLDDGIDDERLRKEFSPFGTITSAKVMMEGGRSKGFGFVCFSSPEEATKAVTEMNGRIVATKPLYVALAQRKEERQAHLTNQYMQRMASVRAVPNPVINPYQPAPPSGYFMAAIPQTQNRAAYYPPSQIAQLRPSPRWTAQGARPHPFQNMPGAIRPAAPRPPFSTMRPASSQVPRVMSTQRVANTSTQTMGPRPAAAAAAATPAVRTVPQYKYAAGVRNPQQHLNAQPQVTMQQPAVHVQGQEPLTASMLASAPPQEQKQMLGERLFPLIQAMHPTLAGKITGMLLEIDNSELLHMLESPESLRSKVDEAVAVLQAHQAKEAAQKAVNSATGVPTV
NadD block – blocks S. aureus nicotinate mononucleotide adenylyltransferase; purified NadD enzyme, colorimetric absorbance read-out; inhibition, % at 20 µM; hit rate 0.78% among 360,000; in the data active = inhibition above about 26%; note: some compounds past the cut are filed as inactive
Rpn11 block – blocks the human proteasome subunit Rpn11; calls only at 20 µM; O00487; hit rate 0.59% among 360,000; human 26S proteasome, Ub4-pepOG fluorescence polarization; 20S core pre-blocked with epoxomicin;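 active = inhibition at 20 µM, scaled to each plate's controls, above about 33%, limit read from the data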
STEP inh – blocks human striatal-enriched tyrosine phosphatase. recombinant STEP, OMFP fluorogenic substrate, fluorescence. hit rate 0.25% among 360,000. P54829. AID 588621. inhibition, % at 20 µM;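 active = inhibition at 20 µM, scaled per plate between control wells, above about 37%, limit read from the data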;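 note: 0% = DMSO with enzyme and substrate and 100% = substrate only without enzyme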
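Also added – OMFP at 25 µM · Test system – STEP tyrosine phosphatase · Technique – FITC-channel fluorescence of OMFP product · Schedule – 20 min at room temperature, dark · Evaluation – control-normalized % inhibition with plate pattern correction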
LMPTP inh – blocks human LMPTP phosphatase | P24666 | recombinant LMPTP-A, OMFP fluorogenic substrate, fluorescence intensity | inhibition, % at 20 µM | hit rate 0.22% among 360,000;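 active = compounds that cut the enzyme signal by at least half of the control window in the single-dose screen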;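 note: plate controls were DMSO wells with enzyme plus substrate for no effect and substrate without enzyme for full effect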
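Test system – LMPTP-A phosphatase enzyme · Quantity – 0.625 nM LMPTP-A final · Reagent – OMFP substrate, 400 µM final · Dosing – one test concentration per compound, 20 µM, with 3% DMSO overall · Timing – 50 min enzyme reaction at room temperature, protected from light · Detection – fluorescence intensity · Controls – substrate-only low control, DMSO enzyme-plus-substrate high control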
Scp1 inh – Scp-1 (human) phosphatase inhibition; inhibition, % at 20 µM; Recombinant Scp1, phosphopeptide, malachite green phosphate absorbance; Q9GZU7; hit rate 0.88% among 340,000;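 active = inhibition above about 50% at 20 µM, limit read from the data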;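 note: plate controls were DMSO wells with enzyme for no effect and wells lacking enzyme for full effect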
Target sequence (Q9GZU7 76-261 limits assumed): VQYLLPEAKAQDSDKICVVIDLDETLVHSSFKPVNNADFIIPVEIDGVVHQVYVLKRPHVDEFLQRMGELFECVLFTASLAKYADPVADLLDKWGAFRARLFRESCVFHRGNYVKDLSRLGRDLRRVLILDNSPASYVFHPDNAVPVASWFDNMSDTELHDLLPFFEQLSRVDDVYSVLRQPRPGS
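Assay system: SCP-1 catalytic fragment, aa 76-261 | Buffer or medium: Tris acetate buffer pH 5.5 with MgCl2 and Tween-20 | Compound: One concentration, 20 µM, with 1.0% DMSO | Also added: Phospho 17-mer peptide substrate | Signal: Absorbance at 630 nm | Incubation: 45 min enzyme reaction at room temperature | Measure: % inhibition of SCP-1 phosphate liberation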
CSN inh – CSN deneddylation inhibition. Purified CSN, SCF-Nedd8-OG deneddylation, fluorescence polarization. inhibition, % at 12.5 µM. hit rate 0.38% among 360,000. AID 651999;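 active = pattern-corrected inhibition above about 35%, with an unprinted fluorescence ratio check between 0.5 and 1.5, limit read from the data, passing the limit was not always enough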;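 note: 0% = enzyme with substrate and 100% = substrate without enzyme; some results filed as inactive read as strong as hits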
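Assay system: Purified human Csn5 enzyme expressed in HEK293T cells | Amount: Enzyme 0.24 nM | Measured by: Fluorescence polarization readout | Medium: Tris/NaCl/DTT buffer, pH 7.5 | Compound dosing: One concentration, 12.5 µM, 0.25% DMSO | Times: 90 min incubation of compound, enzyme and substrate at room temperature | Control set: no-enzyme wells high, enzyme-with-substrate wells low | Read-out: % inhibition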
SUMO1-SIM PPI – alters human SUMO1 binding to SIM partners; P63165; SUMO1 binding to a labelled peptide, TR-FRET, 1 h; inhibition, % at 20 µM; hit rate 0.33% among 360,000; AID 602429; in the data active = inhibition above about 37%
Target sequence (P63165 whole entry, looked up): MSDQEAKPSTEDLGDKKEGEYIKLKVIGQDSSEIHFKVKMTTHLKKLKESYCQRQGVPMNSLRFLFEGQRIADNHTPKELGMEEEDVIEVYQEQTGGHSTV
Active calls of the source: *; i = inactive; nt = no result given. Random draw from the library; 3.6% or so of the library scored in one or more.

Structure,Rpn11 block,PABP1 MLLE inh,Scp1 inh,SUMO1-SIM PPI,DNMT1 inh,Tb MetRS inh,NadD block,STEP inh,CSN inh,LMPTP inh
CC(C)(C)OC(=O)N[C@@H](Cc1ccccc1)C(=O)NCC1CCC(C(=O)N[C@@H](CCC(N)=O)C(=O)O)CC1 (stereo not given in full),i,1,-5,-1,1,-1.4,2,-2,5,-0.4
COCC(C)NC(=O)CCc1nnc(C2(c3ccc(Cl)cc3)CCC2)o1 (stereo not given),i,10,-6,-2,3,-0.7,-1,1,-5,-1.0
O=C(NCc1ccccc1)C(c1cccnc1)N(Cc1ccco1)C(=O)c1ccccn1 (stereo not given),i,9,-5,-3,2,-0.4,-3,0,-2,1.2
CCC(C)NC(=O)CCn1c(=O)c2cccn2c2ccc(F)cc21 (stereo not given),i,-12,-9,-2,1,-0.3,-7,1,-1,-0.5
CCc1nc2ccc(C(=O)N3CCN(c4cccc(C(F)(F)F)c4)CC3)cc2nc1CC,i,-3,-5,-2,4,-0.3,-8,1,-2,5.1
Cc1ccccc1-n1ncc(C(C)NC(=O)c2ccco2)c1C (stereo not given),i,-7,-3,1,-2,-1.0,-2,0,-1,-0.6
CCOc1ccc2nc(SCC(=O)NC(=O)NCc3ccco3)[nH]c2c1,i,-104,13,7,35,-0.8,8,1,13,6.4
Cc1ccc([N+](=O)[O-])c(OCCCN2CCCCCC2)c1,i,-3,-7,-11,-6,-1.0,-1,0,-4,-1.0
COc1ccc(C(CNC(=O)c2oc3ccccc3c2C)N2CCCC2)cc1 (stereo not given),i,-12,-7,4,-8,-0.4,-6,-3,4,-0.6
COc1ccccc1N1CCN(/N=C/c2cccc(OC)c2OC)CC1,i,12,3,-4,8,-0.5,-2,-1,3,0.2
O=C(c1cnc2ccccn2c1=O)N1CCCc2ccccc21,i,2,-3,-2,-2,-0.3,-5,0,-3,-1.7
CCCC[C@@H]1CNC(=O)C(=O)N1CCCC,nt,nt,nt,49*,nt,-0.9,-1,nt,-5,17
CC(=O)Oc1ccc(/C=C(\NC(=O)c2ccco2)C(=O)Nc2ccc(C(C)=O)cc2)cc1,i,-3,-10,-3,-1,-0.1,0,-1,1,1.1
CN(C)Cc1c(C(=O)N/N=C/CCc2ccccc2)nnn1-c1nonc1N,i,-17,3,-1,1,-0.8,-3,1,1,0.7
COC(=O)c1ccc(CNC(=O)C2CCC(=O)N(CCc3ccccc3)C2)cc1 (stereo not given),i,-6,-2,3,1,0.1,-6,-1,-6,-1.1
Cc1ccc(NC(=O)c2oc3ccccc3c2C)c([N+](=O)[O-])c1,i,3,0,-2,9,-0.6,-7,0,-2,-0.1
COc1ccc(NC(=O)CSC2=NN3CCCC(=O)N=C3S2)c(OC)c1,i,2,4,6,1,-1.1,-2,0,2,-1.2
NCC(c1ccccc1)c1c[nH]c2ccccc12 (stereo not given),i,-3,-4,-5,-30,-0.2,7,-3,-4,0.4
C/C(Cc1ccccc1)=N\NC(=O)c1cccnc1,i,2,-6,3,2,0.2,1,0,1,-2.0
Cc1ccc(CN2C(=O)CCC2(C)c2nnnn2-c2ccc3c(c2)OCCO3)cc1 (stereo not given),nt,nt,nt,1,nt,0.2,-2,nt,-7,1.7
CCc1ccc(OC(=O)c2cccnc2)cc1,i,0,-1,-3,-2,-0.7,-4,-2,2,-1.1
CCCCn1nnnc1C1(C)CCC(=O)N1CCc1c[nH]c2ccccc12 (stereo not given),nt,nt,nt,1,nt,-0.4,-6,nt,1,-0.1
COc1ccc(C(N)c2csc(NC(=O)Nc3ccccc3C(C)(C)C)n2)cc1 (stereo not given),i,-7,nt,0,-7,-0.5,13,5,3,-1.0
CCc1c(C2(O)CCCCC2)[nH]c2cc(C(F)(F)F)ccc12,i,0,-4,2,-19,-0.2,-6,6,-5,3.1

Looked up by compound from the entries so far (2):
Structure,Rpn11 block,PABP1 MLLE inh,Scp1 inh,SUMO1-SIM PPI,DNMT1 inh,Tb MetRS inh,NadD block,STEP inh,CSN inh,LMPTP inh
CCCCn1nnnc1C1(C)CCC(=O)N1CCc1c[nH]c2ccccc12 (stereo not given),nt,nt,nt,1,nt,-0.4,-6,nt,1,-0.1
Cc1ccc(CN2C(=O)CCC2(C)c2nnnn2-c2ccc3c(c2)OCCO3)cc1 (stereo not given),nt,nt,nt,1,nt,0.2,-2,nt,-7,1.7

Next section
Structure,Rpn11 block,PABP1 MLLE inh,Scp1 inh,SUMO1-SIM PPI,DNMT1 inh,Tb MetRS inh,NadD block,STEP inh,CSN inh,LMPTP inh
COC(=O)CCC(=O)Nc1sc(Cc2ccccc2)c(C)c1C(N)=O,i,28,-10,-3,-2,-0.6,9,4,6,8.7
COc1ccc(CNc2ncc(-c3ccccc3)n2C)cc1,i,-9,-5,13,4,-1.0,-7,-1,-1,-0.9
CC(OC(=O)c1cccc(NS(C)(=O)=O)c1)C(=O)Nc1ccc(N2CCOCC2)cc1 (stereo not given),i,-10,-5,1,-10,-0.4,4,-3,-2,0.0
CCn1cc(CN2CCCC(C(=O)Nc3ccc(-c4cscn4)cc3)C2)cn1 (stereo not given),i,13,-4,1,0,-0.4,-3,-1,-3,-0.7
CCOC(=O)N1CCN(C(=O)COc2cccc3c2CCN(Cc2ccccc2C)C3=O)CC1,i,12,-5,3,-5,-0.2,-17,0,4,0.4
CCOc1ccc(NC(=O)C/C(N)=N/O)cc1,i,-11,1,-3,0,-1.3,2,1,-3,-1.8
COc1ccc(OCCOCCN2CCc3ccccc3C2)cc1,i,2,-9,2,-4,-0.2,6,2,6,-0.5
CCC1OC(c2ccc([N+](=O)[O-])cc2)=Nc2ccccc21 (stereo not given),i,34,3,-23,-9,-0.3,-7,1,-1,-1.1
CCCOn1c(OCC(C)C)nc2ccccc2c1=O,i,5,9,-2,3,-0.3,1,-4,0,-0.2
COc1ccccc1C(=O)Nc1cccc(NC(=O)c2ccccc2C)c1,i,13,-5,3,-2,0.3,-5,-1,-2,0.3
CC1CCCCN1CCNC(=O)c1ccc2c(=O)n(CCc3ccccc3)c(=O)[nH]c2c1 (stereo not given),i,-20,0,10,-1,0.1,2,4,4,1.3
O=C(CSc1ncnc2nc[nH]c12)N1CCN(c2ccccc2)CC1,i,18,-9,-1,-2,-0.1,1,-2,6,-0.9
O=C(NCCNC(=O)c1ccc(-c2cccc(Cl)c2)o1)c1cnccn1,i,-10,nt,-9,0,-0.4,1,-2,-2,0.4
Oc1ccc2ccccc2c1CNc1ccccn1,i,19,-13,2,0,-0.3,-5,0,-2,2.4
Cc1c(-c2ccccc2)nc(N)c(C#N)c1-c1ccco1,nt,-49,-7,-1,-3,-0.3,-1,0,14,0.8
CCOc1ccc(NC(=S)N2CCC(NC(=O)c3ccco3)CC2)cc1,i,-92,1,2,2,0.3,6,2,-2,-1.0
COc1ccccc1OCCCOc1c(C)cc(C)cc1Br,i,6,-19,-3,6,-0.8,1,-1,-15,2.3
Cc1ccc(OCC(=O)O)c(-n2nc3ccccc3n2)c1,i,-5,0,0,2,-1.4,-3,-7,-2,-1.8
Cc1onc(-c2ccccc2)c1C(=O)NCCCc1ccccc1,i,-8,-9,3,2,-0.3,1,-2,-2,-1.0
CNC(=O)c1ccc(NC(=O)/C=C/c2cccc(F)c2)cc1,i,-1,2,-5,2,2.5,1,-1,5,0.0
CN(C)/C(=N\O)c1c(Cl)cccc1Cl,i,7,-13,4,1,-0.6,-3,-1,-2,-1.0
CC12CCC(=O)N1C(C(=O)NNC(=O)c1ccccc1)CS2 (stereo not given),i,9,-2,8,-1,-0.2,-2,-1,0,-0.7
Cc1ccc(S(=O)(=O)Nc2ccc(Cl)cn2)cc1C,i,-3,-8,1,-3,0.8,-2,0,3,0.0
Clc1ccccc1Cn1nnc2ccccc21,i,-2,-10,6,1,-1.1,-5,-3,-1,0.1
Cc1ccc(-c2nnc3c4ccccc4c(C)nn23)cc1S(=O)(=O)N1CCN(CCO)CC1,i,-39,6,34,0,-2.6,-3,1,-4,2.0
Cc1cc(C(=O)NC(C)C2CC2)c(Cl)cc1Cl (stereo not given),i,-6,12,-2,1,0.6,2,-4,-1,0.5
CCc1nnc(NC(=O)c2ccc(-c3ccccc3F)o2)s1,i,-3,-5,1,3,-0.5,-5,0,6,31
O=C1c2cc(S(=O)(=O)N(CCO)CCO)ccc2-c2ccc(S(=O)(=O)N(CCO)CCO)cc21,i,11,-9,-34,-2,-0.4,-5,0,-1,-1.3
COc1ccc(C(=O)COC(=O)C2CCCN2C(=O)C23CC4CC(CC(C4)C2)C3)cc1 (stereo not given),i,-7,-1,0,0,0.1,-7,1,-4,1.5
N/C(=N\OC(=O)c1ccc2ccccc2c1)c1ccncc1,i,0,-1,-6,-2,0.1,0,0,0,-0.5
